Screening results as filed in PubChem BioAssay.
ALOX12 inh – blocks human arachidonate 12S-lipoxygenase; actives 1.1% (n = 580,000); Potency, µM (titrated, usually from 108 µM), for inactives: at the top dose activity change, negative = inhibition, most hits filed as inhibitors; purified 12hLO, xylenol orange hydroperoxide absorbance; AID 1671190; further: potency means the concentration at half of the fitted maximal effect; on the % scale 0 is the no-effect control and ±100 the full control effect
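Hydroperoxide product was detected by ferrous iron/xylenol orange as the 573 to 405 nm absorbance ratio. Arachidonic acid at 40 uM (final) was turned over for 30 min at room temperature by 150 nM human 12hLO, pH 7.0 Hepes buffer, after 15 min compound preincubation.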
D2 agonist – activates the human D2 dopamine receptor. P14416. actives 0.53% (n = 340,000). activation, % at 2 µM. HEK293 T-REx D2 cells, calcium flux agonist mode;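 active means activation over 3 SD above normal in the single-dose calcium agonist read, cut at about 30% in these data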; further: 0% is about no effect
Target sequence (P14416 whole entry, looked up): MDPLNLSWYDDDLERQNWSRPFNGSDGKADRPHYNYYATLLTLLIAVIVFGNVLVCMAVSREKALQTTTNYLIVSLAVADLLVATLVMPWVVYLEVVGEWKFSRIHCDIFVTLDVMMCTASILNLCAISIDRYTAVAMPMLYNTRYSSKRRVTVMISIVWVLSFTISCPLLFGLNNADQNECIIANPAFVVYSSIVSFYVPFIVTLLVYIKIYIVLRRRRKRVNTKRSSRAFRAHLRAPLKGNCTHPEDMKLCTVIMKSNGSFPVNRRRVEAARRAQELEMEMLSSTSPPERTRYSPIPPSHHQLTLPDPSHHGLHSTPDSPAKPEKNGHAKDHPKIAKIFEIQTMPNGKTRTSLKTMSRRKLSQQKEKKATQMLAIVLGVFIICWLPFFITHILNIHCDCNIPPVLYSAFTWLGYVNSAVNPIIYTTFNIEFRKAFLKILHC
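In this primary screen, compounds producing a positive calcium signal within 180 s of addition to tetracycline-induced, force-coupled HEK293 Trex D2 cells are flagged; cells are dye-loaded with a no-wash calcium kit beforehand.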
ERG Ets-DNA blk – inhibitors of human ERG Ets domain-DNA interaction. AID 624246. fluorescence polarization, His-ERG Ets domain / labelled DNA. Potency, µM (top dose mostly 76.9 µM), for inactives: at the highest dose FP activity, negative = inhibition, most hits filed as inhibitors. actives 0.028% (n = 370,000); active means well fitted inhibition curve with a large enough effect in the polarisation, with a control signal flat; inconclusive means small, poorly fitted or top-dose-only effect, or effect the other way, or a change in a side signal; inactive means no such curve, though single readings can be large or run the other way; the % refers to the polarisation;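 further: polarization taken with two DNA probes labelled with fluorescein and Texas red; potency means the concentration at half of the fitted maximal effect; % of control where 0% means no effect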
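His-tagged ERG Ets domain (1 uM in the protein solution; 300mM KCl, 50mM Tris-HCl, 1mM EDTA, 1mM DTT, pH 7.5) received compound, then a probe mix of 5 nM fluorescein-DNA and 100nM Texas-615-DNA. Fluorescence polarization was read for both dyes.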
Vif-A3G inh – Vif-A3G binding inhibition. Potency, µM (highest dose often 46.1 µM), inactives show at the highest dose activity, negative = active, usual class: inhibitors. HeLa A3G-eYFP + Vif (tagged APOBEC3G with the HIV-1 protein that degrades it), YFP fluorescence, overnight. Q9HC16. actives 0.076% (n = 410,000);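 further: potency means the concentration at half of the fitted maximal effect; on the % scale 0 is the no-effect control and ±100 the full control effect; nearly all actives have a fitted effect of over 60% in size; hits raise eYFP signal because A3G escapes Vif-driven loss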
Target sequence (Q9HC16 whole entry, looked up): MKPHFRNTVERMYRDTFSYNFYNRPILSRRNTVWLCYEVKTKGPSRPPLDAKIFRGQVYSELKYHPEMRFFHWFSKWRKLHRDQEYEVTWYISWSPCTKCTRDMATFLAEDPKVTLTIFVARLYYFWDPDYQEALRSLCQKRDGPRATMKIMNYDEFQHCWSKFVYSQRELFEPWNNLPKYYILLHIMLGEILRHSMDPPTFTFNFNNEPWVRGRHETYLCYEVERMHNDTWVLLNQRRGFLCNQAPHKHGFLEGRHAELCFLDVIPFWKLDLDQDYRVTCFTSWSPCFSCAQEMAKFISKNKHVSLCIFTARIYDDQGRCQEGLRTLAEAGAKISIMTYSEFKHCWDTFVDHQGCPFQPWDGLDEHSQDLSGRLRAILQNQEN
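Read-out is eYFP fluorescence (Ex 488/Em 500-530) from Vif-expressing HeLa A3G-eYFP cells; more signal means A3G escaped Vif-mediated degradation. Cells plated overnight, compound pinned in, incubated overnight at 37 deg C.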
Glioma ERSR ind – induces the endoplasmic reticulum stress response in human glioma cells | U87-MG GRP78 promoter luciferase reporter, 16 h | Potency, µM, for inactives: at the highest dose activation, actives largely listed as activators | actives 0.02% (n = 420,000); further: potency means the concentration at half of the fitted maximal effect; series mostly up to about 76 µM; % of control where 0% means no effect; nearly all actives have a fitted effect of over 35% in size
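Stably transfected U87-MG glioma cells carrying a GRP78-based luciferase sensor; 16 h compound incubation. Luminescence end-point read 10 min after Bright-Glo addition at room temperature.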
Vif-A3F inh – inhibitors of Vif-A3F interaction | Potency, µM (series often up to 46.1 µM), inactives show top-dose activity, negative = active | HeLa A3F-eYFP + Vif (tagged APOBEC3F with the HIV-1 protein that degrades it), YFP fluorescence increase | AID 602313 | actives 0.2% (n = 390,000); further: potency means the concentration at half of the fitted maximal effect; % of control where 0% means no effect; nearly all actives have a fitted effect of over 65% in size
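HeLa cells stably expressing Vif plus C-terminally eYFP-tagged A3F were seeded, incubated overnight at 37 deg C, dosed with compound, incubated overnight again at 37 deg C. Yellow fluorescence (Ex 488/Em 500-530) reported blocked Vif-mediated A3F-eYFP degradation.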
D2 antag – antagonizes the human D2 dopamine receptor | inhibition, % at 10 µM | HEK293 TREx D2 cells, calcium flux, dopamine EC80 | actives 2% (n = 340,000) | AID 485344 | P14416; in the data active means inhibition above about 30%; further: 0% is about no effect
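Inhibition of EC80 dopamine-driven calcium flux, recorded kinetically, defines activity here; cells are a tetracycline-induced HEK293 T-REx line expressing force-coupled D2.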
LDHA inh – LDHA (human) enzyme inhibition. P00338. purified LDHA, NADH/diaphorase-resazurin fluorescence; stronger effect = lower value. activity change, % (values are at about 110 or 230 µM). actives 0.15% (n = 480,000). AID 1347041; in the data active means activity change below about -30%; inconclusive means mostly about -25% to -30%;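 further: plate controls were DMSO wells for no effect and wells without enzyme for full effect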
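LDH5 2 nM; NADH 0.06 mM, pyruvate 0.2 mM; 200 mM Tris pH 7.4, EDTA, Tween-20; 5 min RT. Detection: diaphorase 0.133 mg/mL + resazurin 37 µM, fluorescence ex540/em590 at 0 and 20 min; normalized to enzyme-free and DMSO wells.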
RGS4 inhibitor – blocks human RGS4-accelerated GTP hydrolysis. P49798. actives 0.039% (n = 390,000). Transcreener GDP fluorescence polarization, RGS4-accelerated GTP hydrolysis. Potency, µM (titrated, usually from 114 µM), inactives show at the highest dose activity change, negative = inhibition, most hits filed as inhibitors; further: potency means the concentration at half of the fitted maximal effect; on the % scale 0 is the no-effect control and ±100 the full control effect; nearly all actives have a fitted effect of over 75% in size; some results filed as inactive show a strong effect at the top dose
Target sequence (P49798 whole entry, looked up): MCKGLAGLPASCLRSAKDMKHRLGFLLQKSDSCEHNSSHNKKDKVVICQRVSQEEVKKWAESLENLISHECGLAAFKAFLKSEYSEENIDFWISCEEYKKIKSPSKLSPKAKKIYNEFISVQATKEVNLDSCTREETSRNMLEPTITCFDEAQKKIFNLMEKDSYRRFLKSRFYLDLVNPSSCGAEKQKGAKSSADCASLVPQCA
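MLSMR compounds (23 nl, pin-transferred) preincubated 10 min at room temperature with a 500nM (2x) first reagent, then RGS4 at 900nM (2x) plus Transcreener GDP mix added; fluorescence polarization (620/688 nm) read before and after 90 min at 30 °C.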
* hit, by the source's call; ? = inconclusive; . = no result given; & = joins results of further samples; [ ] = another dose, or the depositor's remark. Unless noted, the call rests on the fitted dose curve; in most records, active means well fitted curve in the direction sought with a large enough effect; inconclusive means small, poorly fitted or top-dose-only effect, or another doubt; inactive means no such curve, though single readings can be large; an effect the other way counts as inactive or inconclusive. The list is partial; rates above refer to the full screens.

SMILES	ALOX12 inh	D2 agonist	ERG Ets-DNA blk	Vif-A3G inh	Glioma ERSR ind	Vif-A3F inh	D2 antag	LDHA inh	RGS4 inhibitor
CCOc1ccc(OCC)c(-c2c(=O)n(OCc3ccccc3C(=O)OC)c3ccccc3[n+]2[O-])c1	-23%	-0.3	0%	1%	-2%	0%	-3	4	1%
CCOC(=O)c1c(NC(=O)CCCC(=O)O)sc2c1CCC2	?	-0.2	9%	1%	-2%	-3%	-14	10&-12	-4%
CCOc1ccc(NC(=O)N2CCC(CN3CCC(C)CC3)CC2)cc1	-22%	.	3%	0%	-5%	-2%	.	-2	-9%
CCOC(=O)c1c(N)nn(C(=O)C(C)(C)C)c1-c1ccccc1	-11%	0.1	7%	0%	-5%	-2%	3	-3	-15%
CCn1c(SCc2ccc(Cl)cc2)nc2nc3c(cc2c1=O)CCCC3	0%	-2.3	-7%	0%	-6%	7%	-1	3	24%
CC1(C)COC(c2cccc([N+](=O)[O-])c2)OC1	2%	.	7%	2%	-4%	-4%	.	-7	5%
O=C(CCNC(=O)C1CCN(S(=O)(=O)c2ccc(F)cc2)CC1)NCc1ccncc1	9%	1.7	-5%	4%	1%	-2%	4	-2	-14%[56.9 µM]
Cc1cc(C(=O)Nc2ccc3ccccc3c2)oc1C	8%	-1.9	10%	-12%	-2%	2%	-2	9	-11%
O=C(NCc1cc(C(F)(F)F)cc(C(F)(F)F)c1)C1CC(c2ccccc2F)=NO1 (stereo not drawn)	-1%	.	-7%	-14%	-3%	-6%	.	-3	26%
O=C(Nc1ccccc1N1CCCC1)c1cccc(S(=O)(=O)N2CCOCC2)c1	-30%	-0.3	-1%	0%	-5%	2%	1	-1	-12%
COc1ccc(CC(=O)NCc2nnc(SCC(=O)N3CCN(c4ccccc4)CC3)n2C)cc1	0%	.	0%	0%	-1%	-8%	.	-5	25%
O=C(CSc1nncs1)Nc1ccc(Cl)cn1	-19%	0.7	-4%	0%	-2%	2%	4	-9	-9%
CSCCC(NC(=O)COc1ccccc1)C(=O)OC(C)C(=O)Nc1ccccc1C (stereo not drawn)	-17%	0.2	6%	0%	-5%	-18%	2	-7	-2%
COc1cccc(NC(=O)c2cc(C(=O)Nc3cccc(OC)c3)n(C)n2)c1	-7%	.	-7%	3%	-7%	-3%	.	-7	-1%
COC(=O)c1nn(-c2ccc(Oc3ccccc3)cc2)c(=O)cc1O	?	.	7%	0%	-3%	5%	.	2	-3%
NC(=O)COC(=O)c1cccc2c1-c1ccccc1C2=O	-7%	0.2	3%	11%	-2%	3%	-5	-8	-5%
C[C@@H](C(=O)Nc1ccc2c(c1)OCCO2)n1nnc2ccccc2c1=O	-26%	-0.2	8%	-3%	7%	0%	7	1	9%
Cc1cc(F)ccc1N1CCC(N2CCN(C)C(CCO)C2)CC1 (stereo not drawn)	5%	-0.1	8%	0%	-4%	-3%	-2	-4	-15%
COc1ccc(OC)c(NC(=O)CSc2nc(-c3ccccc3C)nc3cc(=O)[nH]n23)c1	-15%	0.2	-1%	-14%	-3%	-3%	.	-2	-4%
CCC(=O)C1CCCN(C(=O)c2ccc(OC3CCN(C(=O)CCOC)CC3)cc2)C1 (stereo not drawn)	352%[activator]	0.7	-3%	2%	2%	5%	17	-1	-7%
COc1cc(OC)cc(-c2oc(=O)c3cc(OC)c(OC)cc3c2/C=C/c2ccc(F)cc2)c1	0%	0.7	-2%	-1%	0%	0%	-16	0	-21%
CCOCCCNS(=O)(=O)c1ccc(NC(=O)N2c3ccccc3Sc3ccccc32)cc1	-27%	.	-9%	0%	-3%	3%	.	-7	-8%
O=C(O)c1cc(NS(=O)(=O)c2ccc(N3CCOCC3)c([N+](=O)[O-])c2)cc(C(=O)O)c1	-29%	0.4	-20%	0%	-3%	-15%	-3	-12	-3%
Cc1cc[n+](C(C)C(=O)c2ccc(-c3ccccc3)cc2)cc1 (stereo not drawn)	-7%	0.4	-2%	-3%	-6%	8%	2	-10	-16%

Grouped by structure: those above containing two or more sulfur atoms
SMILES	ALOX12 inh	D2 agonist	ERG Ets-DNA blk	Vif-A3G inh	Glioma ERSR ind	Vif-A3F inh	D2 antag	LDHA inh	RGS4 inhibitor
O=C(CSc1nncs1)Nc1ccc(Cl)cn1	-19%	0.7	-4%	0%	-2%	2%	4	-9	-9%
CCOCCCNS(=O)(=O)c1ccc(NC(=O)N2c3ccccc3Sc3ccccc32)cc1	-27%	.	-9%	0%	-3%	3%	.	-7	-8%

Next entries
SMILES	ALOX12 inh	D2 agonist	ERG Ets-DNA blk	Vif-A3G inh	Glioma ERSR ind	Vif-A3F inh	D2 antag	LDHA inh	RGS4 inhibitor
O=C(c1cccs1)N1CCN(Cc2ccccc2[N+](=O)[O-])CC1	?	-0.9	-19%	1%	1%	0%	-15	-19	15%
O=C(CCc1[nH]c2ccccc2c1Sc1ccccc1)N(CCO)CCO	-20%	1.7	16%	-1%	-3%	0%	3	2	?
CCc1ccccc1Nc1cc(C(=O)NCCCN(C)C2CCCCC2)c2ccccc2n1	?	1.0	1%	0%	-5%	-24%	.	-3	22%
Cc1ccc(CSC2=NCCN2C(=O)c2ccc(S(=O)(=O)N(C)C)cc2)cc1	-10%	-0.1	1%	5%	4%	-6%	-8	-4	13%
COc1ccc(CNC(=O)c2cnn(-c3ccc(C)cc3)c2-n2cccc2)cc1OC	-16%	0.6	4%	3%	-1%	3%	.	-4	33%
CCOC(=O)CCC(=O)N1CCOCCOCCOCC1	?	0.3	.	0%	-1%	-5%	12	-1	10%
COc1ccccc1NC(=O)/C=C1\NC(=O)CS1	-4%	.	12%	2%	2%	-2%	-2	-2	-14%
Cc1ccc2nc(-c3ccc(C#N)cc3)c(Cc3ccccn3)n2c1	-2%	.	.	-5%	-2%	.	.	2	.
CCOC(=O)N1CCC(NC(=O)c2ccc3c(c2)N=C(CC)c2ccccc2S3)CC1	5%	0.4	-8%	-5%	0%	3%	13	-1	-27%[56.9 µM]
C=CCn1c(NCc2c[nH]c3ccccc23)nc2ccccc21	?	1.0	6%	-7%	2%	-2%	1	13&-4	11%
CCCc1cc(C(=O)N2CCN(c3ccccc3C)CC2)cs1	-5%	-0.2	0%	0%	-2%	-13%	-16	2	-1%
O=S(=O)(c1cccc(Cl)c1Cl)N1CCN(C(=S)NCCCN2CCOCC2)CC1	?	0.5	2%	1%	-5%	1%	5	-13	-38%

In the list so far, 3 contain a thiophene ring, fused or not:
SMILES	ALOX12 inh	D2 agonist	ERG Ets-DNA blk	Vif-A3G inh	Glioma ERSR ind	Vif-A3F inh	D2 antag	LDHA inh	RGS4 inhibitor
CCOC(=O)c1c(NC(=O)CCCC(=O)O)sc2c1CCC2	?	-0.2	9%	1%	-2%	-3%	-14	10&-12	-4%
O=C(c1cccs1)N1CCN(Cc2ccccc2[N+](=O)[O-])CC1	?	-0.9	-19%	1%	1%	0%	-15	-19	15%
CCCc1cc(C(=O)N2CCN(c3ccccc3C)CC2)cs1	-5%	-0.2	0%	0%	-2%	-13%	-16	2	-1%

Going on with the list:
SMILES	ALOX12 inh	D2 agonist	ERG Ets-DNA blk	Vif-A3G inh	Glioma ERSR ind	Vif-A3F inh	D2 antag	LDHA inh	RGS4 inhibitor
Cc1cccc(-n2c(SCC(=O)Nc3ccc(C)c(C)c3)nc3n[nH]c(C)c3c2=N)c1	1%	1.0	3%	1%	-6%	-12%	.	-9	11%
COc1cccc(C2C(C(=O)Nc3ccc(C)cc3C)=C(C)Nc3ncnn32)c1OC (stereo not drawn)	-2%	-0.3	-4%	5%	-3%	5%	-6	-6	-8%
CC(Sc1cccc[n+]1[O-])C(=O)Nc1ccc(Oc2ccccc2)cc1 (stereo not drawn)	-11%	-0.7	1%	2%	-3%	-5%	-3	-6	-3%
O=C(CSc1nnc2c(n1)[nH]c1ccccc12)OCc1ccccc1	9%	1.7	5%	0%	-4%	-10%	5	-13	-15%
O=C(NCCCN1CCOCC1)c1ccccc1NS(=O)(=O)c1cc([N+](=O)[O-])ccc1Cl	?	1.5	0%	3%	-3%	5%	-14	-5	-20%
C=C(c1cccc2ccccc12)P(=O)(O)O	13µM*	0.1	5%	-2%	-6%	2%	2	2	-20%
Cc1cc(NCc2ccccc2)nc(-c2ccccc2O)n1	-25%	-0.5	-3%	0%	6%	4%	-12	-1	-9%
O=C1CN(C(=O)CSc2nc(-c3ccc(Cl)cc3)cs2)c2ccccc2N1	0%	5.1	5%	-6%	0%	-4%	7	-2	4%
Cc1ccc(NC(=O)Cn2nc(C)c([N+](=O)[O-])c2C)cc1Cl	0%	-0.1	4%	0%	-7%	12%	1	-5	1%
CCc1ccc(NC(=O)C(CC)Sc2nc3ccsc3c(=O)n2CCC(=O)O)cc1 (stereo not drawn)	0%	1.5	5%	3%	-3%	6%	3	2	-10%
O=C1NCCCc2nonc21	-8%	0.6	.	1%	-6%	-3%	-15	-9	-23%
